# Screening results from PubChem BioAssay.
# JMJD2A Tudor = blocks the human JMJD2A Tudor domain; O75164; AlphaScreen JMJD2A-Tudor / H3K4me3 peptide binding; Potency, µM (series often up to 114 µM), without a hit: at the highest dose activity change, negative = inhibition, most hits filed as inhibitors; actives 4.4% (n = 390,000); AID 504339; also: % is scaled to controls: 0 for no effect and ±100 for the full control effect; nearly all actives have a fitted effect of over 50% in size
# BLM helicase inh = blocks DNA unwinding by human BLM helicase. P54132. recombinant BLM DNA unwinding, fluorescence dequenching. Potency, µM (doses to about 56.1 µM), for the others: top-dose activity change, negative = inhibition, most hits filed as inhibitors. actives 0.2% (n = 350,000);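 also: plate controls were vehicle for no effect and no enzyme for full effect; nearly all actives have a fitted effect of over 35% in size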
# BAZ2B block = blocks human BAZ2B; Q9UIF8; AlphaScreen BAZ2B-H3K14Ac peptide displacement; Potency, µM (top dose mostly 114 µM), inactives show top-dose activity change, negative = inhibition, actives largely listed as inhibitors; actives 4.4% (n = 360,000); AID 504333; also: % is scaled to controls: 0 for no effect and ±100 for the full control effect; nearly all actives have a fitted effect of over 60% in size
#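 AlphaScreen luminescence quantifies BAZ2B engagement of H3K14Ac peptide; the protein and biotinylated peptide are both at 50 nM final, buffer PBS pH 7.4 with 0.01% Tween-20, all steps at room temperature.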
# G9a inh = G9a (human) methyltransferase inhibition; Potency, µM (titrated, usually from 102 µM), for the others: at the highest dose activity, negative = inhibition, usual class: inhibitors; AID 504332; Q96KQ7; actives 8.8% (n = 350,000); G9a H3K9 monomethylation, AlphaScreen, 2 h; also: % is scaled to controls: 0 for no effect and ±100 for the full control effect; nearly all actives have a fitted effect of over 75% in size
#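 G9a (20 nM) preincubated 15 min RT with compounds, then 500 nM biotinylated H3K9 peptide and 20 uM SAM added; 2 h RT reaction. Monomethyl-H3K9 product detected by AlphaScreen with anti-H3K9me1 antibody, streptavidin donor and anti-rabbit IgG acceptor beads.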
# PGK inhibitor = T. brucei PGK inhibition. P07378. PGK/GAPDH coupled, Kinase-Glo luminescence, 60 min. Potency, µM (doses to about 57.5 µM), without a hit: top-dose activity change, negative = inhibition, most hits filed as inhibitors. actives 0.043% (n = 380,000). AID 602233; also: % is scaled to controls: 0 for no effect and ±100 for the full control effect; nearly all actives have a fitted effect of over 60% in size
#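 Recombinant glycosomal PGK reaction used 1,3-bisphosphoglycerate generated in-well by GAPDH (100nM final) in 100mM TEA pH 7.6, 5mM MgCl2, 0.01% Tween-20. After 60 minutes at room temperature, ATP was read by Kinase-Glo Plus luminescence end-point.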
# HP1b chromo inh = HP1-beta chromodomain-methylated histone interaction inhibition. P83916. AlphaScreen HP1-beta / biotin-H3K9me3 peptide binding. Potency, µM (highest dose often 114 µM), for the others: at the highest dose activity change, negative = inhibition, most hits filed as inhibitors. actives 0.56% (n = 390,000). AID 540317; also: nearly all actives have a fitted effect of over 70% in size; inactives centre near 23
#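 AlphaScreen: HP1-beta (50 nM) preformed 30 min with biotin-H3(1-18)K9me3 peptide (50 nM) in PBS pH 7.4, 0.01% Tween-20. Compound added for 30 min at RT, then streptavidin donor/nickel chelate acceptor beads (10 ug/mL) for 30 min.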
# Pin1 inhibitor = human Pin1 inhibition; Q13526; Pin1 FP peptide displacement, HiFluor488, 10 min; Potency, µM (highest dose often 115 µM), for the others: at the highest dose activity, negative = inhibition, most hits filed as inhibitors; actives 0.009% (n = 390,000); AID 504891; active = well fitted inhibition curve with a large enough effect in the polarisation, with a control signal flat, not every such curve was filed as active; inconclusive = small, poorly fitted or top-dose-only effect, or effect the other way, or a change in a side signal; inactive = no such curve, though single readings can be large or run the other way; the % refers to the polarisation; also: % is scaled to controls: 0 for no effect and ±100 for the full control effect
# POLI inh = DNA polymerase iota (human) inhibition | AID 588590 | Pol iota fluorescent replication assay, 10 min | actives 1% (n = 390,000) | Potency, µM (top dose mostly 115 µM), without a hit: at the highest dose activity, negative = inhibition, hits mostly inhibitors
#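 Fluorescent replication assay read twice, at 0 min and 10 min after adding 50 nM (final) substrate. Enzyme (10 nM) and compounds were first incubated 15 min at room temperature; enzyme-free buffer wells were negative controls.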
# GLS inhibitor = glutaminase GLS (human) inhibition | actives 0.21% (n = 410,000) | Potency, µM (top dose mostly 45.5 µM), for inactives: top-dose activity change, negative = inhibition, most hits filed as inhibitors | GLS enzymatic activity, qHTS titration; also: % is scaled to controls: 0 for no effect and ±100 for the full control effect
#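 Read-out is an Amplex red fluorescence increase coupled through glutamate oxidase and HRP, measured before and after 30 min room-temperature incubation. hKGA is in 45 mM KH2PO4 (pH 8.2) with 0.02% Tween-20; glutamine added as 1mM solution.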
# * marks the source's active call; other numbers are inactive results; i = inactive; ? = inconclusive; nt = no result given; & = joins results of further samples; ! = not confirmed by another sample; [ ] = dose if it differs, or a comment. Unless noted, calls follow the shape of the dose curve; as a rule, active = well fitted curve in the direction sought with a large enough effect; inconclusive = small, poorly fitted or top-dose-only effect, or another doubt; inactive = no such curve, though single readings can be large; an effect the other way counts as inactive or inconclusive. Potency is read from the fitted curve at half-maximal effect. Some of the compounds tested (hit frequency here may not be typical).
SMILES,JMJD2A Tudor,BLM helicase inh,BAZ2B block,G9a inh,PGK inhibitor,HP1b chromo inh,Pin1 inhibitor,POLI inh,GLS inhibitor
C#CCOCCOCCOCCNc1nc(N2CCN(C(=O)[C@H]([C@@H](C)CC)n3cc([C@@H](N)CC(C)C)nn3)CC2)nc(N2CCN(C(=O)[C@H](Cc3cc4ccccc4[nH]3)n3cc([C@@H](N)Cc4ccc(O)cc4)nn3)CC2)n1,56µM*,-11%,50µM*,4%[12.7 µM],6%,-29%,?,?,12%
Cc1ccc(C2CC(=O)Oc3cc(O)ccc32)cc1 (stereo unspecified),-3%,6%[120 µM],-7%,0%&-3%,i,33%,?,23%,4%
CCOc1ccc(-n2c(=O)[nH]c3sc4c(c3c2=O)CCCC4)cc1,-11%,-1%,11%,-7%,-7%,24%,18%,24%,-1%
Cc1ccccc1OCC(O)Cn1c(SC(C)C)nc2c1c(=O)[nH]c(=O)n2C (stereo unspecified),?,-1%,-27%,3.5µM*,1%,-12%,2%,8%,-9%
CCCCOCCCNC(=O)c1ccccc1OCC,-8%,-1%,6%,21%[59 µM],1%,35%,-2%,54%[activator],-2%
CC(C)(C)NCCOc1ccc(Br)cc1,3.5µM*,-1%,?,18µM*,0%,-33%,-7%,8%,6%
O=C(NCCc1ccccc1)C1CCCN1S(=O)(=O)c1ccc(Cl)cc1 (stereo unspecified),10%,-5%,1%,8%,-6%,24%,2%,47%[activator],0%
O=C(NC1(C(F)(F)F)NC(=O)N(CC2CCCCC2)C1=O)c1ccco1 (stereo unspecified),-15%,-7%,6%,8%,nt,7%,-3%,41%,5%
CCN(CC(=O)Nc1cccc(OC)c1)C(=O)C1CCN(C(=O)Nc2ccccc2)CC1,-17%,-1%,8%,11%[59 µM],-1%,2%,3%,19%,1%
CC(C(=O)NCC1CCCCC1)N1CCN(S(=O)(=O)c2ccccc2F)CC1 (stereo unspecified),-9%,-1%,-9%,-28%,-9%,?,-7%,3%,-12%
CCOC(=O)c1ccc(NC(=O)CCCc2nc(-c3ccccc3Cl)no2)cc1,-6%,-8%,9%,12%[59 µM],-1%,16%,12%,-9%,-4%
CC(=O)N1CCC(N(CCN2CCOCC2)C(=S)Nc2ccc(C)cc2)CC1,-20%,1%,-9%,?,-16%,32%,-2%,38%[activator],12%
O=C(COC(=O)c1n[nH]c2ccccc12)NC1CCCCC1,-16%,nt,nt,nt,-4%,10%,-1%,79%[activator],8%
O=C(Cc1ccc(Cl)cc1)OCC(=O)N1CCCCCC1,-3%,nt,nt,nt,-3%,20%,-7%,12%,-11%
O=CN1CCN(c2c([N+](=O)[O-])c(=O)oc3ccccc23)CC1,-11%,-6%,-16%,-27%,3%,32%,-3%,-4%,9%
COc1ccc(C2SCC(=O)N2C)cc1 (stereo unspecified),-1%,-1%,13%,0%,-4%,27%,?,1%,4%
Cc1ccc(NC(=O)CN2C(=O)S/C(=C\C(=O)Nc3ccc(Cl)cc3)C2=O)cc1,6%,-1%,0%,-14%[59 µM],2%,14%[57 µM],10%,26%,-16%
Cc1cc(=O)[nH]c(SCCOc2ccc3c(c2)CCC3)n1,-13%,-1%,7%,7%[59 µM],3%,34%,0%,6%,-1%
N#CCC(=O)N/N=C\c1cccc(OC/C=C/c2ccccc2)c1,-28%,-4%,?,51%[activator],i,47%[activator],16%,14%,-12%
Cc1ccc(C(=O)CC2(O)C(=O)N(CCc3ccccc3)c3ccc(Br)cc32)cc1 (stereo unspecified),-25%,-13%,-14%,?,-6%,8%,8%,14%,-10%
CC1CC(C)CN(C(=O)COC(=O)CNC(=O)C23CC4CC(CC(C4)C2)C3)C1 (stereo unspecified),-8%,nt,9%,15%,i,32%,3%,-2%,-8%
COCCn1c(N)c(N(Cc2ccccc2)C(=O)COc2ccccc2F)c(=O)[nH]c1=O,-6%,nt,-1%,15%[12.7 µM],7%,29%,0%,11%,-1%
Cc1cccc(OCC(=O)Nc2ccc3c4c(cccc24)CC3)c1C,?,-2%,-5%,-7%[59 µM],4%,-12%,43%[activator],57%[activator],44%[activator]
CCOC(=O)c1cccc(NC(=O)CN2C(=O)C3C4C=CC(C4)C3C2=O)c1 (stereo unspecified),-4%,-3%,-3%,-9%,-3%,11%,5%,19%,-2%
COc1ccc(C(C(=O)NCc2ccccc2)N(C(=O)Cn2nnc3ccccc32)c2ccc(F)cc2)cc1 (stereo unspecified),-15%,-3%,-1%,-40%[59 µM],0%,10%,-4%,6%,-1%
COc1ccc(NC(C)=O)cc1NC(=O)CN1CCN(CC(=O)Nc2ccc(Cl)cc2)CC1,-7%,2%,-5%,3%[59 µM],i,35%,-1%,37%,6%
COc1ccc(Cl)cc1NC(=O)CN(c1cc(C)cc(C)c1)S(=O)(=O)c1c(C)n[nH]c1C,-20%,-11%,nt,8%[59 µM],-4%,31%,6%,79µM*,-6%
COc1ccc(N2CCN(S(=O)(=O)c3ccc4c(c3)CC(C)N4C(C)=O)CC2)cc1 (stereo unspecified),-18%,0%,1%,?,i,-1%,-2%,0%,1%
C/C(=C\c1ccccc1)C(=O)Nc1nccs1,-10%,0%,-25%,-21%,-1%,26%,1%,37%[activator],-3%
O=C(N/N=C1\C(=O)c2cccc3cccc1c23)c1ccc(O)cc1,-32%,-7%,-34%,-24%,i,22%,?,183%[activator],33%[activator]

# Six consecutive compounds out of the list so far, quoted:
SMILES,JMJD2A Tudor,BLM helicase inh,BAZ2B block,G9a inh,PGK inhibitor,HP1b chromo inh,Pin1 inhibitor,POLI inh,GLS inhibitor
CC1CC(C)CN(C(=O)COC(=O)CNC(=O)C23CC4CC(CC(C4)C2)C3)C1 (stereo unspecified),-8%,nt,9%,15%,i,32%,3%,-2%,-8%
COCCn1c(N)c(N(Cc2ccccc2)C(=O)COc2ccccc2F)c(=O)[nH]c1=O,-6%,nt,-1%,15%[12.7 µM],7%,29%,0%,11%,-1%
Cc1cccc(OCC(=O)Nc2ccc3c4c(cccc24)CC3)c1C,?,-2%,-5%,-7%[59 µM],4%,-12%,43%[activator],57%[activator],44%[activator]
CCOC(=O)c1cccc(NC(=O)CN2C(=O)C3C4C=CC(C4)C3C2=O)c1 (stereo unspecified),-4%,-3%,-3%,-9%,-3%,11%,5%,19%,-2%
COc1ccc(C(C(=O)NCc2ccccc2)N(C(=O)Cn2nnc3ccccc32)c2ccc(F)cc2)cc1 (stereo unspecified),-15%,-3%,-1%,-40%[59 µM],0%,10%,-4%,6%,-1%
COc1ccc(NC(C)=O)cc1NC(=O)CN1CCN(CC(=O)Nc2ccc(Cl)cc2)CC1,-7%,2%,-5%,3%[59 µM],i,35%,-1%,37%,6%

# The list goes on.
SMILES,JMJD2A Tudor,BLM helicase inh,BAZ2B block,G9a inh,PGK inhibitor,HP1b chromo inh,Pin1 inhibitor,POLI inh,GLS inhibitor
O=C(COC(=O)c1ccccc1C(=O)N1CCN(c2ccc(F)cc2)CC1)NCc1ccccc1,-30%,-7%,-23%,-35%[59 µM],-3%,13%,-4%,11%,19%
Cc1cccc2cc3c(nc12)-c1ccccc1C3=O,107%[activator],-5%,75%[activator],127%[activator],i,173%[activator],-9%,-3%,-7%
CCn1nc(C)c(CCN(C)C(=O)Nc2cc(C)cc(C)c2)c1C,0%,1%,-12%,8%[12.7 µM],8%,?,-2%,?,-12%
Cn1cc(/C=C/c2cc[n+](C)cc2)c2cc(Cl)ccc21,?,69%[activator],-19%,12%[0.501 µM],-2%,-7%,?,2%,-12%
Nc1nc(SCc2ccccc2)c2ncn(Cc3ccccc3)c2n1,-16%,nt,nt,nt,-1%,39%[activator],?,96%[activator],-3%
CCc1ccc(-c2nc(CN3CCC(C(=O)NCc4ccco4)CC3)c(C)o2)cc1,?,0%,?,-42%[59 µM],-2%,-2%,-1%,-2%,8%
COc1ccc(C(CC(=O)NCc2ccccc2)C(C)C)cc1 (stereo unspecified),-8%,-2%,-6%,4%,0%,2%,2%,57%[activator],3%
CC(=O)Nc1ccc(C(=O)NNC(=O)c2cc([N+](=O)[O-])cc([N+](=O)[O-])c2)cc1,-8%,4%,-23%,-32%,i,14%,5%,35%[activator],0%
Nn1c(SCc2nc3ccccc3[nH]2)nnc1C1CCCCC1,-10%,3%,-2%,-4%,-9%,35%,0%,5%,-5%
C=CCNC(=S)N1CC2(C)CN(C(=S)NCC=C)CC(C)(C1)C2=O,-23%,-2%,1%,0%,0%,39%[activator],-10%,17%,-5%
Cn1c(=O)c2c(nc(NCCCO)n2Cc2cccc(Br)c2)n(C)c1=O,-11%,-2%,5%,-3%[59 µM],-9%,24%,-1%,15%,5%
Cc1noc(C)c1NC(=O)N(C)C[C@H]1Oc2c(NC(=O)Nc3ccc4c(c3)OCO4)cccc2C(=O)N([C@H](C)CO)C[C@@H]1C,-18%,nt,nt,nt,3%,31%,-3%,11%,12%
Cc1ccc([C@@H]2C[C@H]3CN(Cc4cccc(Cl)c4)C(=O)[C@]34CCCN24)o1,-8%,1%,?,?,i,17%[57 µM],0%,35%[activator],9%
c1cncc(-c2nc(NCc3cccs3)c3ccccc3n2)c1,-20%,3%&2%,-7%,1%[0.501 µM],-8%,30%,4%,144%[activator],-1%
COc1cccc(CNC(=O)Cc2ccc(-c3ccccc3)cc2)c1,11%,-4%,-8%,19%,-6%,28%[57 µM],?,5%,0%
O=C(O)CSc1cccc2cccnc12,8%,2%&-1%,?,14µM*!,12%,9%&15%,-21%&-15%,8%&-2%,-2%&2%
O=C(Cc1ccccc1)NCC(=O)N1CCCC1,0%,0%,-19%,-9%,-3%,23%,-2%,62%[activator],-3%
COc1ccc(C(=O)Nc2ccc3c(c2)nc(CCNC(=O)c2ccco2)n3C)cc1,-15%,0%,3%,-18%,-4%,-11%,-1%,44%[activator],5%
COc1ccccc1OCC(=O)/C=C1/N(C)c2ccccc2C1(C)C,10%,-9%,14%,-8%,8%,23%,?,78%[activator],-15%
CC(C)Oc1ccc(CNC(=O)Nc2ccc3c(c2)N(C)C(=O)c2ccccc2S3)cc1,-5%,-1%,0%,-13%[59 µM],8%,67%[activator],?,3%,-9%
